HCV core dimer – inhibitors of HCV core protein dimerization, primary screen, biochemical, TR-FRET, high-throughput; hit rate 0.33% among 300,000; TR-FRET GST/Flag-core106 dimerization, 1536-well; AID 1899, 2009; inhibition, % at 5 µM;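 active = inhibition above the mean of all tested compounds plus 3 SD, set per screening campaign, cut at about 45% in these data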
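System: GST/Flag-tagged HCV core106 proteins. Incubation: compound-protein-antibody incubation 4 h at 22.5 °C. Technique: HTRF with 340 nm excitation, 617/671 nm emission. Medium: KF-containing HEPES buffer, pH 7.45, DTT, CHAPS, BSA. Read-out: inhibition (%) from 671 over 617 nm ratio. Also added: Eu(K)-anti-GST 90 ng/mL plus XL665-anti-Flag 1 µg/mL.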
CTSL1 counter – Fasciola hepatica cathepsin L1 inhibitors, primary screen, counter-screen for PFM18AAP inhibitor project, biochemical, QFRET, fluorogenic peptide substrate | recombinant F. hepatica cathepsin L1, Z-Leu-Arg-MCA fluorescence | AID 1906, 2009 | hit rate 0.49% among 300,000 | inhibition, % at 5.96 µM;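 active = inhibition above the mean of all tested compounds plus 3 SD, set per screening campaign, cut at about 17% in these data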;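 also: 0% = plate median of test compound wells and 100% = 1 µM Z-Phe-Ala-diazomethylketone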
GRK2 aptamer HTS – compounds blocking aptamer binding on GRK2 – biochemical, human GRK2, bead flow cytometry, HTS, primary screen. Beta-adrenergic receptor kinase 1 (Homo sapiens), P25098. FAM-aptamer displacement from GRK2. inhibition of aptamer binding, % at 10 µM. hit rate 0.59% among 330,000;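 active = inhibition of aptamer binding above 40%, roughly 3 SD of noise, on plates passing a quality check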;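 also: median bead fluorescence of bound FAM aptamer so fluorescent compounds give negative values; no value below 0 was filed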
GASC-1 inh – inhibitors of GASC-1 histone demethylase, primary screen, biochemical, fluorescence, DELFIA europium | hit rate 0.069% among 330,000 | Lysine-specific demethylase 4C (Homo sapiens), Q9H3R0 | inhibition, % at 2.35 µM | AID 2099, 2009 | GST-JMJD2C(1-420) H3K9me3 demethylation;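 active = more than half of a compound's replicate wells show inhibition beyond 50%, single wells judged on their own value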;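 also: signal counts dimethyl H3K9 product captured on neutravidin plate; 0% = median of DMSO wells and 100% = 0.3 times that DMSO median; strong numbers were not always called active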
PP1 inh – PP1-alpha phosphatase inhibitors, primary screen, counter-screen for PP5 inhibitor project, biochemical, fluorescence, OMFP substrate, single point; Serine/threonine-protein phosphatase PP1-alpha catalytic subunit (Homo sapiens), P62136; purified PP1alpha; inhibition, % at 6.7 µM; hit rate 0.9% among 320,000; AID 2235, 2010;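 active = inhibition above the mean inhibition of all tested compounds plus 3 SD, computed separately for each screening campaign, cut at about 15% in these data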
procasp7 counter – procaspase-7 activators, primary screen, counter-screen for procaspase-3 activator project, biochemical, absorbance, HTS, human; hit rate 0.093% among 330,000; activation, % at 8.5 µM; recombinant procaspase-7, Ac-DEVD-pNA absorbance 405 nm; D23A/D198A/D206A triple mutant, cannot self-cleave; scale: DMSO 0, 5 µM enzyme 100;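 active = percent activation above the screen-wide mean plus 3 SD, cut at about 25% in these data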
Target sequence (P55210 whole entry D23A/D198A/D206A): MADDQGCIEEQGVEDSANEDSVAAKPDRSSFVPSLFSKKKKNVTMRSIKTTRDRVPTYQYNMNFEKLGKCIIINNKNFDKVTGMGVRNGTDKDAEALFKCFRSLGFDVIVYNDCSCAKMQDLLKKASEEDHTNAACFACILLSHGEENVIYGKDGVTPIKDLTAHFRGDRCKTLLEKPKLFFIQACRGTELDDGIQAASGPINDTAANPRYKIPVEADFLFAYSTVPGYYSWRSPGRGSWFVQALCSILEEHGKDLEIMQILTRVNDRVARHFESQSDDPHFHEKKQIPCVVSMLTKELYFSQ
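Assay system – Uncleavable procaspase-7 mutant enzyme · Quantity – 2 µM procaspase-7 mutant as dispensed · Times – 1 h preincubation, 2 h reaction · Dosing – single nominal 8.5 µM compound dose, 0.8% DMSO final · Buffer or medium – Zinc-free 50 mM HEPES buffer, pH 7.4, with NaCl and Triton X-100 · Detection – Epi-absorbance of released pNA at 405 nm, two timepoints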
proCasp3 act – activators of human procaspase-3 D3A mutant, primary screen, biochemical, absorbance, PC-3 D3A mutant, single concentration. hit rate 0.11% among 330,000. recombinant procaspase-3 D3A, Ac-DEVD-pNA absorbance 405 nm. Caspase-3 (Homo sapiens), P42574. AID 463141, 2010. activation, % at 8.5 µM;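 active = activation above the mean of all tested compounds plus 3 SD, cut at about 21% in these data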;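 also: 0% = DMSO alone and 100% = DMSO wells spiked with extra 5 µM PC-3 D3A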
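Evaluation: percent activation relative to control range; Material: Procaspase-3 D3A mutant, all three cleavage aspartates alanine; Compound: single dose, 8.5 µM nominal compound, 0.8% DMSO; Replication: one well per compound; Signal: absorbance at 405 nm, 0 and 120 min; Schedule: 1 h preincubation plus 2 h reaction at 25 °C.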
VLA-4 inh – inhibition in human VLA-4 binding assay, primary screen, VLA-4 allosteric modulator project, MLPCN library, flow cytometry, VLA-4 expressing cells; ligand binding flow cytometry; hit rate 0.2% among 330,000; Integrin alpha-4 (Homo sapiens), P13612; inhibition, % (about 7 µM as worked out from the volumes in the protocol); in the data active = inhibition above about 50%
PP5 inh – PP5 phosphatase inhibitors, primary screen, biochemical, fluorescence; purified PP5c, OMFP substrate fluorescence; inhibition, % at 6.7 µM; hit rate 0.18% among 320,000; AID 1987, 2009;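 active = inhibition above the campaign's mean inhibition across all tested compounds plus 3 SD, cut at about 9.5% in these data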;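 also: 0% = DMSO only and 100% = 100 µM cantharidin control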
Target sequence (P53041 whole entry, looked up): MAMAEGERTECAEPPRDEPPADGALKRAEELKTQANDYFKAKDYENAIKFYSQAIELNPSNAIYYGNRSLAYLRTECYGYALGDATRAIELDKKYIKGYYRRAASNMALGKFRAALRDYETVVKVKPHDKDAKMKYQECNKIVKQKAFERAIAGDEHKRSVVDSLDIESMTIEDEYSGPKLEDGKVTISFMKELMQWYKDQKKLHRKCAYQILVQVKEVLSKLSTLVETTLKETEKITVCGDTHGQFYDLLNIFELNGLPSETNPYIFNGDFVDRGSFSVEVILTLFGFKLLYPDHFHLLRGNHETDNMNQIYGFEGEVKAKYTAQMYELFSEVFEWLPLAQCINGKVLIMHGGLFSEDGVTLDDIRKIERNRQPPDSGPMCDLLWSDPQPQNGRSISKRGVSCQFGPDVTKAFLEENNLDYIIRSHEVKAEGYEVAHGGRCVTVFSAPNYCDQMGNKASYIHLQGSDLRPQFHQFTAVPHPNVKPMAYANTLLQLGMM
Numbers without * were called inactive; · = no result given.

No.	Compound	GASC-1 inh	procasp7 counter	HCV core dimer	PP1 inh	GRK2 aptamer HTS	PP5 inh	proCasp3 act	CTSL1 counter	VLA-4 inh
1	CN(C)c1ccc(N=Nc2cccc3ccoc23)cc1	-2.3	-11.8	-3.2	-1.2	0.0	1.7	-6.1	3.9	-2.1
2	Cc1ccc(CS(=O)(=O)CCC(=O)O)cc1	-9.2	-5.8	2.4	-5.6	0.0	-1.6	2.0	-0.6	-1.2
3	CCN1C(=O)NC2C1N(S(C)(=O)=O)CCN2S(C)(=O)=O (centres undefined)	1.0	-2.2	-3.2	3.9	1.0	-1.4	-5.2	-5.8	1.2
4	COc1ccc(C(=O)c2c(O)cc(-c3ccc(OC)cc3)oc2=O)cc1	10.3	-29.7	-19.4	0.0	27.0	-6.9	-5.1	8.9	-0.1
5	COc1ccc(NC(=O)c2ccc3c(=O)n(-c4ccc(OC)cc4OC)c(=S)[nH]c3c2)c(OC)c1	-3.7	-3.7	9.2	-2.6	0.0	-2.2	-4.1	0.3	15.2
6	O=C(CSc1nnc(-c2ccccc2F)o1)NC1CC1	2.8	8.2	·	·	20.0	·	2.6	·	-0.4
7	COc1ccc(-c2noc(CNC(=O)c3ccoc3C)n2)cc1OC	3.2	12.3	7.1	-2.5	2.0	-1.7	3.9	2.1	-3.8
8	CCN(CC)S(=O)(=O)c1ccc(C)c(NC(=O)CN2CCN(C)CC2)c1	0.8	2.6	-1.2	0.7	2.0	1.6	-4.6	-1.3	-4.5
9	CSCC(C)N1CCC(N2CCC(C(=O)NCc3ccccn3)CC2)CC1 (centres undefined)	-4.6	-7.4	-0.9	-3.4	0.0	-1.1	-5.3	-2.0	7.5
10	CCN(CC)C(=O)CCCC(=O)N(CC)CC	-4.9	-0.3	-6.3	-2.8	1.0	3.7	9.7	-1.6	10.3
11	O=[N+]([O-])c1cc(Cl)ccc1Sc1cccc2cccnc12	·	9.0	9.6	-0.5	2.0	1.5	10.6	-1.2	-7.7
12	CCC(C(=O)Nc1cccc(C(=O)O)c1)c1ccccc1 (centres undefined)	24.5	14.9	0.4	-1.9	3.0	0.3	-3.2	-2.1	17.0
13	CC(CCc1ccccc1)NC(=O)/C=C/c1ccccc1 (centres undefined)	-3.1	-7.0	0.0	1.1	1.0	1.9	0.0	-0.5	-10.0
14	CSCCC1NC(=O)N(CC(=O)Nc2cccc(S(=O)(=O)N3CCCCCC3)c2)C1=O (centres undefined)	-1.7	4.5	·	·	0.0	·	1.3	·	2.8
15	CCCS(=O)(=O)N1CCc2cc(OC)c(OC)cc2C1	-0.3	6.6	-4.5	0.4	0.0	1.1	1.1	-2.9	6.7
16	c1ccc(CN=C2NN=C(c3cc4ccccc4o3)CS2)cc1	-9.0	-7.8	8.9	2.3	0.0	-1.1	0.8	2.8	-2.6
17	Cc1ccc(C2=NN3C(C(=O)c4ccccc4)Oc4ccccc4C3C2)cc1 (centres undefined)	-7.6	-4.8	12.4	-0.7	0.0	3.5	3.6	-4.8	-4.2
18	COC(=O)C1=C(C)NC(=O)/C1=C\c1ccco1	-36.6	-6.4	-6.6	-1.4	0.0	3.1	4.7	-1.5	-2.1
19	CCN(C(=O)Cc1c(C(=O)O)n(CC)c2ccccc12)c1cccc(C(F)(F)F)c1	0.1	-7.0	-2.7	-0.4	0.0	3.9	7.6	0.4	5.4
20	COC(=O)N=Nc1c(O)[nH]c2ccc(Br)cc12	-11.7	2.6	-4.0	-5.0	2.0	-0.9	1.9	0.1	-3.3
21	Cc1ccc2cc(S(=O)(=O)NCCC(=O)O)ccc2c1	-14.0	-3.0	-1.0	-0.2	0.0	-1.2	0.0	-2.5	-0.3
22	CC(C)CC(=O)Nc1nnc(S(=O)(=O)N2CCc3ccccc32)s1	2.5	4.8	-0.4	-0.5	6.0	1.9	-0.7	0.0	23.3
23	Cc1noc(NC(=O)c2cccc(C(F)(F)F)c2)c1Cl	-8.3	-3.0	-1.6	-5.3	0.0	-2.2	0.2	1.2	10.3
24	CC(C)COC(=O)N1CCCC1C(=O)Nc1nccs1 (centres undefined)	2.5	-0.9	-1.7	-2.0	0.0	1.6	7.3	3.4	-7.0
25	CCC(=O)Nc1c(C)nn(C(=O)CC)c1C	4.1	-2.4	-1.1	2.9	0.0	-5.6	2.0	0.7	-7.1
26	CCCOc1nc2c(c(=O)n(C)c(=O)n2C)n1Cc1cccc2ccccc12	10.5	2.9	7.7	3.1	0.0	3.1	4.1	-1.6	-7.0
27	Cc1ccc(NC(=O)COC(=O)CNC(=O)c2ccc(Br)cc2)c(C)c1	-6.1	-2.5	-13.8	-2.1	0.0	2.8	-4.9	-0.2	1.3
28	CCCCCOc1ccc(C2C(C(=O)c3ccc(C)o3)=C(O)C(=O)N2c2cc(C)on2)cc1 (centres undefined)	-13.0	13.1	13.6	24.3*	11.0	0.9	-4.0	2.3	13.0
29	CCCN(CCC)CCCNC(=S)Nc1ccc2nc3n(c(=O)c2c1)CCCCC3	2.1	3.1	-0.9	-5.2	0.0	1.8	-0.2	0.8	-4.6
30	Cc1cccc(NC(=S)NC(C)CCc2ccccc2)c1 (centres undefined)	3.8	-7.1	2.6	2.2	0.0	0.7	-2.1	1.9	7.5

Single records, as listed above:
Cc1ccc(NC(=O)COC(=O)CNC(=O)c2ccc(Br)cc2)c(C)c1 across the screens: GASC-1 inh: -6.1; procasp7 counter: -2.5; HCV core dimer: -13.8; PP1 inh: -2.1; GRK2 aptamer HTS: 0.0; PP5 inh: 2.8; proCasp3 act: -4.9; CTSL1 counter: -0.2; VLA-4 inh: 1.3
CCC(=O)Nc1c(C)nn(C(=O)CC)c1C across the screens: GASC-1 inh: 4.1; procasp7 counter: -2.4; HCV core dimer: -1.1; PP1 inh: 2.9; GRK2 aptamer HTS: 0.0; PP5 inh: -5.6; proCasp3 act: 2.0; CTSL1 counter: 0.7; VLA-4 inh: -7.1

Going on with the list:
No.	Compound	GASC-1 inh	procasp7 counter	HCV core dimer	PP1 inh	GRK2 aptamer HTS	PP5 inh	proCasp3 act	CTSL1 counter	VLA-4 inh
31	Cc1ccc(NNC(=S)Nc2ccc(C(C)C)cc2)c(C)c1	10.1	2.1	3.4	1.0	7.0	1.6	5.8	2.5	0.0
32	COc1ccc(N2CCN(c3ccc([N+](=O)[O-])nc3)CC2)cc1	-5.9	-0.1	-2.4	-4.9	0.0	-1.4	4.4	8.7	-5.0
33	CCn1cc(C(=O)O)c(=O)c2cnc(N3CCN(C(=S)NC(=O)c4ccc(Cl)cc4)CC3)nc21	1.2	6.0	-1.2	10.1	0.0	-0.7	1.6	-3.8	1.8
34	COc1ccc(CNC(=O)C2(CC3CC(c4ccccc4)=NO3)CCN(C(=O)c3cccc(O)c3)CC2)cc1 (centres undefined)	-5.8	0.8	-0.9	2.8	0.0	0.7	-5.3	-1.7	-3.4
35	Cc1cccc(-n2c(-c3ccoc3C)n[nH]c2=S)c1	-3.5	-4.1	5.5	-4.7	0.0	-2.1	-4.6	1.0	22.5
36	Cc1ccc(C)c(-n2nnnc2SCC(=O)NCCC2=CCCCC2)c1	-1.7	9.1	-4.0	1.1	0.0	4.1	6.2	0.5	-15.1
37	N#CCC(=O)Nc1ccc(C(=O)OCC(=O)c2ccc3c(c2)OCO3)cc1	-0.1	6.4	8.4	-5.6	0.0	0.3	-2.0	-3.4	3.6
38	CCCCCN(C(=O)CCC(=O)OCC(=O)NCc1ccc(OC)cc1)c1c(N)n(CCCC)c(=O)[nH]c1=O	-7.4	-2.4	-0.5	-3.5	1.0	-1.4	-0.6	4.3	-16.1
39	COc1cccc(NC(=O)N2CCN(C(=O)C(Cc3ccc(OC)c(OC)c3)NC(C)=O)CC2)c1 (centres undefined)	-0.5	2.8	0.4	-0.7	2.0	-1.1	9.7	-0.3	-14.0
40	CCc1nc(N)c(C#N)c(-c2ccncc2)c1C	13.4	4.4	-2.6	-3.0	0.0	2.4	-1.4	1.4	12.7
41	COC(=O)c1ccc(CN2C(=O)NC3(CCC(C)CC3)C2=O)o1 (centres undefined)	-3.5	3.9	-19.6	-1.2	2.0	1.4	1.1	-2.4	-16.7
42	COc1ccc(C2=Nn3c(nnc3-c3ccco3)SC2)cc1OC	-2.2	-1.3	-1.7	2.8	3.0	2.6	-10.4	1.4	15.5
43	COc1ccc(-c2nc(-c3ccccc3)nc(N3CCN(C)CC3)c2C#N)cc1	4.7	9.5	-2.5	2.4	15.0	2.4	13.2	5.3	1.3
44	COc1ccc(NC(=O)CNc2ccccc2N2CCCC2=O)cc1S(=O)(=O)N1CCOCC1	-0.1	4.2	·	-1.1	1.0	2.3	5.3	·	-4.7
45	CNC(=S)NNC(=O)c1sccc1C	-1.6	-10.8	0.6	-1.8	0.0	1.3	-0.2	0.1	36.2
46	CC(=O)Nc1ccc(S(=O)(=O)N2CCC(NC(C)=O)(c3cccc(F)c3)CC2)cc1	-0.3	-0.6	0.7	-7.9	0.0	-2.2	12.0	-1.0	-9.9
47	COc1ccccc1N(CC(=O)NCCSc1ccccn1)S(=O)(=O)c1ccccc1	-1.2	-1.7	10.1	-1.3	0.0	2.5	12.6	-0.9	-12.3
48	COC(=O)C1CCN(C(=O)COC(=O)c2cc(-c3ccccc3)nc3ccc(OC)cc23)CC1	-9.6	16.6	·	3.2	0.0	1.5	10.3	·	-3.1

Screening results as filed in PubChem.
